Assay outcomes: PubChem, The Scripps Research Institute Molecular Screening Center
M1 ag = activates human CHRM1 receptor; AID 588814; 360,000 compounds, 0.33% hits; CHO-K1 hM1, Fluo-8 calcium fluorescence, agonist mode; 0% DMSO, 100% acetylcholine EC100; activation, % at 3 µM;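 active means activation above the run's mean compound activation plus 3 SD, cut at about 16% in these data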;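 further: peak over basal fluorescence ratio within a 140 s kinetic read after compound addition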
Target sequence (P11229 whole entry, looked up): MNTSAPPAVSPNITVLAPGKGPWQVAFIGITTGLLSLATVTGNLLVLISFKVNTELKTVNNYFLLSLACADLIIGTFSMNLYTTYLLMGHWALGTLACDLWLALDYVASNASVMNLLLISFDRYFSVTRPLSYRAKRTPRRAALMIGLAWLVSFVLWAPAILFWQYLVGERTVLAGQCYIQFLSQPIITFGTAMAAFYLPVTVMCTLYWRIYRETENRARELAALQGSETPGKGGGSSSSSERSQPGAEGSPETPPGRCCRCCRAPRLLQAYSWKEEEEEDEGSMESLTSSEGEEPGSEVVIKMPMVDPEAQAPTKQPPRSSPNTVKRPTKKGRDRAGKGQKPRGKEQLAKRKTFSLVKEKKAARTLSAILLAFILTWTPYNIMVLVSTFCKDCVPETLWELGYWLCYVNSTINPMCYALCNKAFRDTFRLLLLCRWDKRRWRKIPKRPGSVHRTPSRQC
TAAR1 agonist = agonists of human TAAR1; Q96RJ0; CHO RD-HGA16 TAAR1, Fluo-8 calcium fluorescence; vehicle wells 0%, saturating PEA agonist 100%; activation, % at 3 µM; 360,000 compounds, 0.99% hits; AID 624467;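 active means activation above the mean activation of all test compounds in the run plus 3 SD, cut at about 38% in these data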
Target sequence (Q96RJ0 whole entry, looked up): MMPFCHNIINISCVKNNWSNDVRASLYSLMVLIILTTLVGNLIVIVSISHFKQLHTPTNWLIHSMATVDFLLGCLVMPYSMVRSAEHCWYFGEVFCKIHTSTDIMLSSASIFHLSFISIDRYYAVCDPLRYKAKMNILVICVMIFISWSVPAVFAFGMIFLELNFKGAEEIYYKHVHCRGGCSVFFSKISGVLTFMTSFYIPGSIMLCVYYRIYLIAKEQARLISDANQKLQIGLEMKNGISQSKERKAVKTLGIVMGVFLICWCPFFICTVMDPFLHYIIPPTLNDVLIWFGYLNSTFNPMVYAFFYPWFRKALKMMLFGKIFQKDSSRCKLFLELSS
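Assay system: CHO-derived RD-HGA16 cells with stable Gα16 and human TAAR1; timing: 17-24 h seeding, 75 min 37 °C dye, 30 min RT; read-out: % activation from peak over basal fluorescence ratio, DMSO-to-PEA scaled; measured by: kinetic Fluo-8 calcium fluorescence; benchmarks: low control DMSO, high control PEA (EC100); doses: 3 µM single concentration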
CHO parental Ca = counter-screen: ATP calcium response change in parental CHO cells; inhibition, % at 5.6 µM; 330,000 compounds, 0.63% hits; AID 463079; parental CHO-K1, ATP-induced calcium, Fluo-8 fluorescence;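 active means inhibition above that plate's mean sample inhibition plus 3 SD, cut at about 26% in these data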;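 further: 0% = ATP-challenged DMSO wells and 100% = DMSO wells without ATP; some compounds past the cut are filed as inactive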
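Test system: untransfected parental CHO cell line; also added: ATP stimulus; dosing: 5.6 µM, single dose; signal: calcium-sensitive Fluo-8 fluorescence; measure: percent inhibition of ATP-evoked calcium rise, normalized to controls; benchmarks: low control ATP plus DMSO, high control DMSO only; replication: one well per compound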
CHRM1 PAM = positive allosteric modulators of human M1 muscarinic receptor; P11229; AID 588819; activation, % at 3 µM; CHO-K1 hM1, Fluo-8 calcium fluorescence, ACh EC20; 0% = ACh EC20, 100% = maximal ACh; 360,000 compounds, 0.088% hits; in the data active means activation above about 19%, passing the limit was not always enough
M1 antag = antagonists of human M1 muscarinic receptor. 360,000 compounds, 1.3% hits. CHO-K1 hM1, Fluo-8 calcium fluorescence, ACh EC80 antagonist. P11229. AID 588852. inhibition, % at 3 µM;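 active means percent inhibition above its own plate's cutoff, namely the mean of that plate's compound wells plus 3 SD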;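 further: peak over basal fluorescence ratio during 140 s after agonist addition; 0% = ACh EC80 plus DMSO and 100% = DMSO alone without agonist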
CHO-K1 Ca ag = nonselective activator or artifact in parental CHO-K1 cells; activation, % at 3 µM; AID 602248; 360,000 compounds, 0.48% hits; Fluo-8 calcium fluorescence; scaled to maximal ATP response, vehicle zero; in the data active means activation above about 15%;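 further: untransfected CHO-K1 host cells lacking M1 receptor as counterscreen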
TAAR1 antag = human TAAR1 antagonism; Q96RJ0; CHO RD-HGA16 TAAR1, Fluo-8 calcium fluorescence, antagonist; inhibition, % at 3 µM; 360,000 compounds, 1.5% hits; AID 624466;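 active means inhibition above a per-plate cutoff, the mean inhibition of test compounds on that plate plus 3 SD, cut at about 49% in these data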;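 further: 0% = DMSO plus EC80 beta-PEA response and 100% = DMSO alone without agonist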
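Test system: RD-HGA16 CHO cells with stable hTAAR1 and Gα16 / Probe or stimulus: EC80 β-phenethylamine stimulus / Times: seeding 17-24 h prior, 75-min 37 °C, 30-min RT dye loading / Detection: Fluo-8 calcium-sensitive fluorescence / Read-out basis: % inhibition scaled between DMSO and EC80 PEA controls / Repeats: singlicate, one well per test compound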
CHO-K1 Ca antag = counter-screen for M1 antagonists: effect in parental CHO-K1 cells; inhibition, % at 3 µM; 360,000 compounds, 0.6% hits; AID 602250; ATP-induced calcium, Fluo-8 fluorescence;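 active means inhibition above a per-plate cutoff, the plate's mean sample inhibition plus 3 SD, cut at about 24% in these data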;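 further: 0% = DMSO plus EC80 ATP and 100% = DMSO alone without ATP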
M1 PAM parental = counter-screen for M1 PAMs: effect in parental CHO-K1 cells; 360,000 compounds, 0.02% hits; AID 602247; activation, % at 3 µM; ATP EC20, Fluo-8 calcium fluorescence; 0% at ATP EC20, 100% at ATP max;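 active means activation above the run cutoff, the mean activation of all test compounds plus 3 SD, cut at about 40% in these data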;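 further: peak over basal fluorescence ratio in a 140 s read after ATP addition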
The depositor's hits bear a star; / = not tested or not shown.

Molecule	M1 antag	CHO-K1 Ca antag	CHRM1 PAM	CHO-K1 Ca ag	TAAR1 antag	M1 PAM parental	M1 ag	CHO parental Ca	TAAR1 agonist
CC(C)(Oc1ccc(Cl)cc1)C(=O)NCc1ccncc1	-3	5	3	1.0	7	15	-7	1	1
CCCCNC(=O)N(O)C1N(/N=C/c2cccnc2)C(=S)SC1(C)C (stereo not given)	16	1	-8	4.3	-18	11	-3	-3	0
c1ccc(N2CCN(Cc3ccsc3)CC2)nc1	-2	1	2	-0.1	-3	9	-7	-7	11
CCOC(=O)C1CCN(C(=O)Cc2cccc3ccccc23)CC1	-1	-7	3	0.5	9	11	2	-7	5
COc1ccc(OCCSc2nnc(-c3ccccc3)n2N)cc1	-9	-11	7	0.6	-1	20	-3	6	12
Cc1cccc(-c2ocnc2C(=O)N2CCN(C(=O)c3cccs3)CC2)c1	-12	-10	6	0.2	7	-13	-2	-21	-5
CN(CCc1ccccc1)C(=O)c1cccc(NC(=O)Cc2cccc(NC(=O)C3CCCN(C(=O)C4CCCCC4)C3)c2)c1 (stereo not given)	0	-16	0	0.0	1	9	-4	/	5
COc1ccc(C(=O)OCC(=O)NC2CC2)cc1S(=O)(=O)N(C)Cc1ccccc1	-12	7	10	10.0	-19	2	-5	-10	2
CC(=O)Nc1ccc(NC(=O)c2ccc(-c3c(C)noc3C)c3ccoc23)cc1	17	4	-8	2.1	-7	5	-1	/	6
C=CCn1c(SCC(=O)NC2CCCC2)nnc1-c1ccncc1	0	-3	6	0.5	-5	3	-1	-4	0
CCCNC(=O)c1cc(C2CCCCN2C(=O)c2ccc3c(c2)CCO3)on1 (stereo not given)	-13	-1	2	0.5	10	-9	-6	/	1
Cc1cn(Cc2ccccc2Cn2cc(C)c(=O)[nH]c2=O)c(=O)[nH]c1=O	-13	5	20	-0.4	-28	-5	1	-14	3
CCCCOC(=O)NC1(C)CCS(=O)(=O)C1 (stereo not given)	-10	-11	8	0.0	-8	2	-4	3	0
O=C1NCCN(Cc2ccc(Cl)c(F)c2)C1CC(=O)N1CCc2ccccc2C1 (stereo not given)	0	-3	0	-0.1	11	12	-8	-14	60*
C[N+]1(CCCCCCC(=O)/C=N/O)CCCCCC1	-2	1	0	0.4	7	16	-4	11	0

(next part)
Molecule	M1 antag	CHO-K1 Ca antag	CHRM1 PAM	CHO-K1 Ca ag	TAAR1 antag	M1 PAM parental	M1 ag	CHO parental Ca	TAAR1 agonist
CC(=O)C1=C(O)C(=O)N(Cc2ccccc2)C1c1ccc(F)cc1 (stereo not given)	3	-5	4	4.5	-11	16	-2	-6	7
Cc1cccc(C)c1NC(=O)CN(C)C(=O)CSC(=S)N1CCCC1	-6	-11	10	2.1	-10	8	1	3	0
CC1CCCCN1C(=O)CN(C)S(=O)(=O)c1cccc2nsnc12 (stereo not given)	6	-2	-3	1.0	-20	-11	-5	-13	4
Cc1cccnc1NC(=S)Nc1ccc(Cl)c(Cl)c1	6	-6	3	3.3	6	14	1	-13	7
COc1ccc(NC(=O)c2cc(-c3ccccn3)nc3ccccc23)cc1S(=O)(=O)N(C)C	34*	5	-10	5.7	69*	-8	-3	-19	22
O=C(O)c1cccnc1SCc1cn2cc(Br)ccc2n1	-5	8	11	0.2	0	-3	-2	-6	5
CCOc1cc(C2C(C#N)=C(N)Oc3n[nH]c(-c4ccccc4)c32)ccc1O (stereo not given)	-11	-11	9	0.2	1	10	-1	2	7
Cc1nnc(-c2cccc(C(F)(F)F)c2)nc1N1CCOCC1	-14	-26	8	0.5	4	24	-3	-15	2
CC1=C(C(=O)N(C)C)CC(CC(=O)NC2CCCC2)C(=O)N1CCC1=CCCCC1 (stereo not given)	-14	-3	9	0.0	-19	9	-4	/	-1
C=CCN=C1N[C@@H](c2cccc(C(F)(F)F)c2)C(C(=O)OC)=C(C)N1CC	5	-5	3	0.6	15	-15	0	-15	4
NC1=NC(=O)/C(=C\c2cc([N+](=O)[O-])ccc2Cl)S1	-9	-11	19	-0.2	5	25	4	4	5
Cc1csc(NC(=O)c2ccncc2)n1	11	1	-10	-0.1	-5	-5	-7	5	1
N#C/C(C(=O)N1CCCC1)=C1/N=C(N)c2ccccc21	7	-4	-6	0.5	-11	6	-2	-2	1
Cc1ccc(N(CC(=O)NC2CCCCC2)C(=O)Cn2nnc(-c3ccc(C)o3)n2)cc1	-4	-13	9	3.0	-20	9	-5	-12	5
COc1cccc(N2C(=O)CC(NNC(=O)c3cccs3)C2=O)c1 (stereo not given)	-8	-11	3	0.0	-12	18	-2	-7	1

Remaining list, next part:
Molecule	M1 antag	CHO-K1 Ca antag	CHRM1 PAM	CHO-K1 Ca ag	TAAR1 antag	M1 PAM parental	M1 ag	CHO parental Ca	TAAR1 agonist
Cc1cccc(OCC(=O)Nc2nnc(S(=O)(=O)N3CCC(C)CC3)s2)c1	-7	12	5	-0.6	-25	3	0	-1	1
COCCCN(C(=O)Cc1csc(-c2cccc(Cl)c2)n1)c1c(N)n(Cc2ccccc2)c(=O)[nH]c1=O	-16	0	8	0.1	-26	0	-6	-32	2
CCOCCn1cnc2sc(C(=O)NCC(=O)OCC)c(C)c2c1=O	-16	-5	4	0.3	-14	13	-1	-5	4
Cc1ccc(/C=C(/NC(=O)c2ccccc2)C(=O)NC(Cc2c[nH]c3ccccc23)C(=O)O)cc1 (stereo not given)	-10	-12	7	1.0	-7	14	-3	3	-1
CCOC(=O)c1c(NC(=O)C2(C)Cc3ccccc3C(=O)O2)sc2c1CCCC2 (stereo not given)	-2	-1	3	-0.4	-24	-10	-6	-21	2
c1ccc2c(c1)CC1(CCCCC1)n1nnnc1-2	-20	-24	14	3.5	-5	4	-6	-3	3
COc1ccc(OCCN2C(=O)NC3(CCc4ccccc4C3)C2=O)cc1 (stereo not given)	-6	-1	6	0.2	17	0	-11	-10	4
CN(C(=O)c1ccc(NC(=O)Cc2cccc(NC(=O)C3CCN(C(=O)C4CCCC4)CC3)c2)cc1)C1CC1	-4	-18	4	1.4	-17	12	-6	/	1
NC(=O)C1CCN(C(=O)CCc2nc3ccccc3c(=O)[nH]2)CC1	17	-19	-6	0.2	45	9	-5	-8	3
CCNc1ncnc2c1cnn2C1CCCO1 (stereo not given)	-2	0	-3	0.4	-9	-13	-5	/	3
CC(C)(C)c1n[nH]c2c1CCCC2	6	-1	-4	-0.3	1	-5	-4	3	-2
Cc1ccc(NC(=O)CCN2CCC(C)CC2)cc1	-14	-7	8	0.5	-13	12	-8	-5	-1
Cc1ccc(S(=O)(=O)NC(CC(=O)N2CCOCC2)c2ccco2)cc1 (stereo not given)	-3	-11	6	1.0	-1	10	-4	-15	3
Cc1ccc(-c2nc(SC(C)C(=O)c3c(N)n(C)c(=O)n(C)c3=O)n[nH]2)cc1 (stereo not given)	-3	-6	2	1.8	10	-4	-1	3	5
O=C(Nc1cccnc1)c1cccc(S(=O)(=O)N2CCCC2)c1	-8	-17	6	1.7	4	4	-7	-5	2

(next part)
Molecule	M1 antag	CHO-K1 Ca antag	CHRM1 PAM	CHO-K1 Ca ag	TAAR1 antag	M1 PAM parental	M1 ag	CHO parental Ca	TAAR1 agonist
O=C(O)CC1(CC(=O)NCc2ccc(Cl)cc2)CCCCC1	-8	-7	4	0.6	-16	8	-4	-1	6
CC1CCCCC1=NNC(=O)c1ccccc1 (stereo not given)	0	0	-2	0.2	-3	-1	-3	/	2
Nc1ncnc2c1ncn2[C@H]1C[C@H](O)[C@@H](CO)O1	-9	4	7	-0.1	13	10	2	-10	1
CCOC(=O)C(C)Sc1nc(N2CCOCC2)c2c(c1C#N)CC(C)(C)OC2 (stereo not given)	-11	-4	4	1.4	-22	1	-4	-30	-3
Cc1nc2ccc(C(=O)N(C)Cc3ccccc3)cn2c1N(C)C(=O)CCc1ccccc1	17	15	-7	0.2	-26	-17	-4	/	2
COc1ccc(NC(=S)NC2CCCCC2)c(OC)c1	-3	-7	7	0.9	-17	11	-5	-12	-1
Cc1cc(OCC(=O)O)c2cccc(C)c2n1	-9	-4	10	-0.1	3	9	-1	4	1
COc1ccc(Cl)cc1NC(=O)c1cccc(N2C(=O)C3CC=CCC3C2=O)c1 (stereo not given)	6	-5	-2	7.1	36	-11	-1	-2	10
CC(=O)c1ccc(NC(=O)Cn2c(=O)oc3ccccc32)cc1	8	13	-1	-0.3	-15	-24	-5	11	1
Cc1nnc(NC(=O)C2CCN(S(=O)(=O)c3ccc(F)c(F)c3)CC2)o1	6	2	-1	0.8	5	3	-4	-2	-3
COc1cc(NC(=O)Cn2ccsc2=N)cc(OC)c1	-18	-13	10	0.8	-2	20	-5	-2	1
O=C1OC2C(O)COC23OC(O)CCC13O (stereo not given)	-5	-5	7	1.4	-9	20	-2	/	1
COc1ccc(OC)c(-c2nc(C(N)=O)c3[nH]c(=O)n(-c4ccc(F)cc4)c3n2)c1	-5	4	3	1.9	-2	9	-5	-4	0
Cc1sc(NC(=O)Cc2ccc3c(c2)OCO3)nc1-c1ccc2c(c1)CCN2C(=O)c1cccc(F)c1	-13	-4	1	0.2	-3	16	-4	-4	-1

Rows are unselected. Share with any hit: about 4.4%.
